aSyn rescue: rescues yeast growth from alpha-synuclein toxicity; Yeast expressing alpha-synuclein, growth rescue, BacTiter-Glo, 24 h; Potency, µM (highest dose often 46.1 µM), without a hit: at the highest dose growth rescue (activation), usual class: activators; 0.14% of 370,000 active; AID 652106; note: potency is the fitted concentration of half-maximal effect; % of control where 0% means no effect; nearly all actives have a fitted effect of over 65% in size
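Galactose-induced alpha-syn yeast (OD600=0.02, raffinose-pregrown) + pinned cpd, 24 hr, 30 deg C; growth by BacTiter-Glo luminescence. Growth restoration scores as activation.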
DRD3 agonist: D3 dopamine receptor (human) agonism; max activation, %; D3R DiscoveRx beta-arrestin cells, luminescence, 90 min; 0.58% of 410,000 active; P35462; in the data active = max activation above about 30%; note: 0% is about no effect; mostly tested at two doses, the higher about 12 µM
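Agonist-mode cell screen: cells plated at 1500/well and incubated overnight at 37 °C, then exposed to library compounds for 90 min at 37 °C. Detection reagent was added for 30–60 min at room temperature, and luminescence was read.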
GLP1R inv ag: GLP-1 receptor (human) inverse agonism; HEK293 GLP-1R CRE-luciferase, luminescence, 24 h; GLP-1R form is constitutively active; Potency, µM (series often up to 38.3 µM), inactives show at the top dose activity change, negative = inhibition, hits mostly inhibitors; 1.6% of 410,000 active; AID 624417; note: potency is the fitted concentration of half-maximal effect; % is set by controls: 0 for no effect and ±100 for the full control effect; nearly all actives have a fitted effect of over 55% in size
Target sequence (P43220 whole entry, looked up): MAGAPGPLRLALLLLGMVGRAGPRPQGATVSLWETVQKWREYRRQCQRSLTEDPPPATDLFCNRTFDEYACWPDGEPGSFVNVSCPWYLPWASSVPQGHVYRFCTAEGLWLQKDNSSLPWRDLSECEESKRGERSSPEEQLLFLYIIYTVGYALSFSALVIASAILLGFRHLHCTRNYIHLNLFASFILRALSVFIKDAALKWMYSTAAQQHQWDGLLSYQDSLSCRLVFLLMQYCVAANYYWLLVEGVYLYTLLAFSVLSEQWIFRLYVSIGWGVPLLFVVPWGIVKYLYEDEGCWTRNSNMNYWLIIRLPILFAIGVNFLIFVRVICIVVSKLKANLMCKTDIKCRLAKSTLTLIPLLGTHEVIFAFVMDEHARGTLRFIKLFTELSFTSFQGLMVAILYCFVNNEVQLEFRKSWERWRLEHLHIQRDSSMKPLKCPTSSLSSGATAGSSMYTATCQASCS
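Readout was luciferase luminescence, measured 12 min after detection reagent at room temperature. Beforehand, GLP-1R reporter HEK293 cells had sat 12 h, then received compounds for 24 hr at 37 deg C.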
GLP1R ag: agonists of human GLP-1 receptor. HEK293 GLP-1R CRE-luciferase, luminescence, 4-6 h; cells express a hypersensitive GLP-1R form. 0.007% of 380,000 active. P43220. AID 624172. Potency, µM (doses to about 45.6 µM), inactives show at the top dose activation, actives largely listed as activators; note: potency is the fitted concentration of half-maximal effect; % of control where 0% means no effect
PTHR1 ag: agonists of human PTHR1 parathyroid hormone receptor; Q03431; HEK293 GP2 PTHR1 cells, GloSensor cAMP luminescence, 1 h; Potency, µM (doses to about 115 µM), for inactives: at the top dose activation, hits mostly activators; 0.075% of 410,000 active; note: potency is the fitted concentration of half-maximal effect; nearly all actives have a fitted effect of over 55% in size; some results filed as inactive show a strong effect at the top dose; inactives centre near -15; many of its hits are not listed in these tables
Target sequence (Q03431 whole entry, looked up): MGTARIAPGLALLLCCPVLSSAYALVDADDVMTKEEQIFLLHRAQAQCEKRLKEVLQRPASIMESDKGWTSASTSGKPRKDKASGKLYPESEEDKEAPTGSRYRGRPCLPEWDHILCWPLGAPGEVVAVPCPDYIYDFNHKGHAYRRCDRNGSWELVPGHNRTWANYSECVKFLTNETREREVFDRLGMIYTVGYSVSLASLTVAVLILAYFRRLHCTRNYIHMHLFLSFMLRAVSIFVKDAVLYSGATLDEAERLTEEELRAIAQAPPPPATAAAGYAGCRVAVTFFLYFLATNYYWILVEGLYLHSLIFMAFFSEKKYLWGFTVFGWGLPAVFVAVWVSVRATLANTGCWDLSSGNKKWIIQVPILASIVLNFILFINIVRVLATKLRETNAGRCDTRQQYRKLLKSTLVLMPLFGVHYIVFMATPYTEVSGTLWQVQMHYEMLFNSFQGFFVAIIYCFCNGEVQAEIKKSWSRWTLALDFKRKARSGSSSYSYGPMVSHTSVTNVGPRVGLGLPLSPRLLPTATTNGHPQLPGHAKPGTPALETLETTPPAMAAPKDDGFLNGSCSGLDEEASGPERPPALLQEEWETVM
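HEK-293-derived GP2 cells expressing PTHR1 and a GloSensor cAMP reporter, 3,000/well, plated overnight, given luciferin plus IBMX (each 0.5 mM as added) for 1 h at 37 °C, then compound for 1 h at 37 °C. Luminescence was read after 15 min at room temperature.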
KB-V1 cytotox: kills drug-selected multidrug resistant KB-V1 cells | KB-V1 MDR cells viability, CellTiter-Glo, 72 h | Potency, µM (series often up to 46.1 µM), for the others: at the highest dose activity change, negative = cytotoxicity, most hits filed as cytotoxic | 3.4% of 400,000 active | AID 1347076; note: potency is the fitted concentration of half-maximal effect; % is set by controls: 0 for no effect and ±100 for the full control effect; nearly all actives have a fitted effect of over 60% in size
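Following 72 h at 37 degrees C with compound, KB-V1 cell viability was read by CellTiter-Glo luminescence, medium being phenol-red-free DMEM plus 10% FBS; concentration-response parameters came from normalized, curve-fitted qHTS data.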
GLP1R cytotox: cytotoxic in the GLP-1 receptor inverse agonist counter-screen; AID 624418; HEK293 cAMP-luciferase reporter cells, luminescence, 24 h; Potency, µM (doses to about 38.3 µM), inactives show at the top dose activity change, negative = inhibition, most hits filed as inhibitors; 0.13% of 410,000 active;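 note: loss of luciferase light is scored as toxicity; potency is the fitted concentration of half-maximal effect; % is set by controls: 0 for no effect and ±100 for the full control effect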
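Step one: seed cells (200 cells/uL, DMEM with 10% Nu serum, 1% pen-strep). Step two: 12-hour incubation at 37 deg C. Step three: pin 23 nL compound, incubate 24 hr. Step four: add luciferase reagent, read luminescence 12 min later.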
DRD3 antagonist: blocks the human D3 dopamine receptor; P35462; D3R cells, DiscoveRx beta-arrestin luminescence, antagonist mode; active compounds read low; max response, negative = inhibition, %; 2.5% of 360,000 active; AID 652054; in the data active = max response below about -50%; inconclusive = no clear call, values can overlap the other calls; note: % is set by controls: 0 for no effect and ±100 for the full control effect; mostly tested at two doses, the higher about 12 µM
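Cells plated overnight at 1500 cells/well, then exposed to library compounds with dopamine controls for 90 minutes at 37 degrees C. DiscoveRx reagent added for 30–60 minutes at room temperature; luminescence read, quantitative HTS format.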
TDP43 rescue: inhibitors of TDP-43 toxicity in yeast. TDP-43 expressing yeast growth rescue, BacTiter-Glo, 24 h. Potency, µM (series often up to 46.1 µM), for the others: top-dose growth rescue (activation), usual class: activators. 1.8% of 410,000 active. AID 652104; note: potency is the fitted concentration of half-maximal effect; % of control where 0% means no effect; nearly all actives have a fitted effect of over 50% in size
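Cell-based yeast growth screen: TDP-43 expression induced in galactose, inoculum OD600=0.02 after raffinose pregrowth to mid-log. Read-out BacTiter-Glo luminescence at 24 hr, 30 deg C; inhibition of toxicity seen as signal increase.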
An asterisk follows results filed as active; i = inactive; ? = inconclusive; / = not tested or not shown; [ ] = dose if it differs, or a comment. Unless noted, calls come from the whole dose curve; as a rule, active = well fitted curve in the direction sought with a large enough effect; inconclusive = small, poorly fitted or top-dose-only effect, or another doubt; inactive = no such curve, though single readings can be large; an effect the other way counts as inactive or inconclusive.

SMILES | aSyn rescue | DRD3 agonist | GLP1R inv ag | GLP1R ag | PTHR1 ag | KB-V1 cytotox | GLP1R cytotox | DRD3 antagonist | TDP43 rescue
CC(=O)Nc1ccc(C(=O)N2CCCC(c3cc(C(=O)NCc4cccnc4)no3)C2)cc1 (stereo not drawn) | -7% | -5 | 22% | -3% | 2% | -8% | -6% | 0 | 5%
CCCn1c(=O)c(C(=O)Nc2ncccc2C)c(O)c2ccccc21 | ? | 7 | ? | 7% | i | ? | -1% | 4 | -32%[inhibitor]
CC(NC(=O)Nc1ccc2c(c1)OCO2)c1ccncc1 (stereo not drawn) | -3% | -7 | -4% | 9% | -9% | 4% | -28% | 3 | -18%
Cc1cc(C)cc(OCC(=O)Nc2cccc3cccnc23)c1 | 3% | 9 | 7% | -2% | i | ? | 3% | / | 27%
Cc1ccc(NC(=O)C2CCCN(c3ncnc4onc(C)c34)C2)c(Cl)c1 (stereo not drawn) | / | 10 | -18% | / | i | ? | 2% | / | 15%
Cc1ccc(NC(=O)c2cccc(F)c2)cc1S(=O)(=O)N1CCCCCC1 | -6% | 2 | ? | 21% | -37%[inhibitor] | ? | -2% | 1 | -7%
CC(=O)c1ccc(NC(=O)C2CCC(C)(C(=O)O)C2(C)C)cc1 (stereo not drawn) | 1% | -2 | -1% | -14% | -6%[57.5 µM] | 4% | 7% | 12 | -2%
COc1ccc(/C=N/Nc2nc3ccccc3[nH]2)cc1OC | 12% | 3 | -11% | 0% | -17% | ? | -3% | 11 | 10%
CCC1(c2ccccc2)NC(=O)N(CC(=O)Nc2ccc3c(c2)OCO3)C1=O (stereo not drawn) | -3% | -12 | -20% | -10% | -19%[57.5 µM] | -19% | 2% | 15 | -2%
CCCCc1nn2c(=O)cc(COC(=O)c3ccc(NC(=O)c4ccccc4Cl)cc3)nc2s1 | / | 2 | -20% | / | i | / | 1% | / | 3%
Nc1ccn([C@@H]2O[C@H](C(=O)Nc3cc(C(F)(F)F)cc(C(F)(F)F)c3)[C@@H](O)[C@H]2O)c(=O)n1 | -8% | -5 | 4% | 1% | -23% | 8% | 0% | -14 | 15%
O=C(NNC1=Nc2cccc3cccc1c23)c1ccccc1Br | 3% | 2 | -3% | -30% | -2% | ? | 6% | -5 | ?
Cc1nnc(N2CCCC(C(=O)NCc3cccc(F)c3)C2)c2nn(-c3ccccc3)c(C)c12 (stereo not drawn) | 0% | 7 | -23% | 20% | i | 8% | ? | 13 | -4%
COc1ccc(/C(O)=C2/C(=O)C(=O)N(Cc3cccnc3)C2c2ccco2)cc1OC (stereo not drawn) | 6% | -1 | 0% | 6% | -15% | 3% | -3% | 23 | 0%
C=CCn1c(=NC(=O)c2cccs2)sc2cc(NC(C)=O)ccc21 | 10% | 3 | 14% | -2% | -4% | -10% | 4% | 0 | 13%
CN(C)S(=O)(=O)c1ccc(C(=O)Nc2ccccc2F)cc1 | 0% | -4 | 0% | -6% | i | -6% | -16% | -9 | -22%
O=C1CCCC2=C1C(c1ccc(Br)cc1)c1c([nH]c(=S)[nH]c1=O)N2 (stereo not drawn) | 3% | 3 | 0% | -12% | -8%[57.5 µM] | 22% | -4% | -80* | 17%
O=C(NCCNc1ccc([N+](=O)[O-])cc1)c1cccs1 | 1% | -6 | 8% | 1% | i | -12% | -4% | -8 | 27%
Cc1ccc(SC(C)C(=O)N2CCN(c3ccccc3)CC2)cc1 (stereo not drawn) | 18% | 5 | -31% | 6% | -80%[inhibitor] | 8% | 3% | -6 | 23%
NS(=O)(=O)c1ccc(CCNc2ncnc3c2cnn3-c2cccc(Cl)c2)cc1 | / | -9 | ? | / | -46%[inhibitor] | 22% | -16% | / | 5%
O=C(NC(=S)Nc1ccccc1N1CCCC1)c1cccc(F)c1 | 0% | 0 | -39% | 26% | -5% | -10% | 11% | 20 | 0%
Cn1c(=O)[nH]c(=O)c2c1nc(Br)n2CCC(=O)c1ccccc1 | -6% | 1 | 19% | 0% | i | -25% | 26% | 13 | 11%
CC1C(=O)N2CCCc3cc(S(=O)(=O)N(C)CCC#N)cc1c32 (stereo not drawn) | -12% | 0 | 9% | 1% | -3% | -6% | 1% | -20 | -1%
COc1cc(/C=C/c2ccc3cccc(O)c3n2)cc(OC)c1OC | -10% | -27 | ? | 17% | i | ? | ? | -64* | 22%
COC(=O)c1ccc(CNC(=O)c2c3c(nc4ccccc24)CCN(Cc2ccccc2)C3)cc1 | -6% | -7 | 3% | 8% | -21% | 2% | -1% | -16 | 0%
Cc1ccc2cc(CN(CC3CCCO3)C(=O)C(C)C)c(=O)[nH]c2c1 (stereo not drawn) | -4% | 0 | 0% | 0% | 12%[57.5 µM] | 1% | 6% | 4 | -3%
O=C(O)c1cccc(S(=O)(=O)Nc2ccc(O)cc2Sc2nc3ccccc3s2)c1 | 0% | -3 | 21% | 3% | 6% | 0% | 9% | -8 | 9%
O=C(C[n+]1cc(-c2ccc(F)cc2)n2c1CCC2)N1c2ccccc2Sc2ccccc21 | -4% | -9 | -8% | 9% | i | 3% | -5% | -12 | -30%
COc1ccc(/C=C/c2c(-c3ccc(OC)cc3)oc3cccnc23)cc1 | 5% | -9 | -7% | -1% | -19% | -22% | -3% | -9 | 5%
Cc1nc(C)n(CC(=O)N2CCCC(C(=O)c3ccc(C(F)(F)F)cc3)C2)n1 (stereo not drawn) | 1% | 6 | 18% | 6% | -17% | -21% | 2% | 3 | -12%
COc1ccccc1N1CCN(c2ncc3c(n2)CCN(Cc2ccccc2F)C3)CC1 | / | 3 | 4% | / | i | 7% | -1% | / | 18%
CN(C)S(=O)(=O)N1CCN(CC(O)COc2ccc(C(=O)c3ccccc3)cc2)CC1 (stereo not drawn) | -10% | -8 | ? | 4% | -10% | -5% | -10% | 21 | 5%
O=C(NCCc1c[nH]c2ccccc12)C1CCC(Cn2c(=S)[nH]c3ccccc3c2=O)CC1 (stereo not drawn) | -10% | 3 | ? | -12% | i | 15µM* | -15% | 23 | -8%
COc1cc(NC(=O)Cn2ccsc2=N)c(C)cc1[N+](=O)[O-] | -10% | -9 | -15% | -7% | -17% | -5% | -1% | ? | -34%
Cc1cc2cc(CNC(=S)Nc3ccc(OC(F)(F)F)cc3)ccc2n1C | 1% | -3 | ? | -4% | -28% | 7% | -19% | 12 | 20%
Cc1ccc(S(=O)(=O)c2cc3ccc(O)cc3oc2=O)cc1C | 8% | 7 | -3% | 16% | -20% | 17% | i | 25 | 3%
COCCN(C(=O)c1csnn1)C(C(=O)NC1CCCC1)c1ccccc1 (stereo not drawn) | -4% | 1 | 10% | 11% | i | -18% | 6% | 0 | -12%
Cc1cc(Oc2ccc(C#N)cc2)nc(N2CCOCC2)n1 | -8% | 3 | -4% | 3% | i | ? | 15% | -8 | ?
COc1c(C)cc(C(=O)C2CCCN(C(=O)Cn3ccc(C)n3)C2)cc1C (stereo not drawn) | 2% | 3 | 4% | -4% | i | -3% | -12% | 0 | /
Cc1csc(NC(=O)CSc2nc3ccccc3c3c2CCCC3)n1 | 6% | 0 | ? | 16% | -4% | ? | 6% | -9 | 3%

Fetched by structure from the list above, 3 records:
SMILES | aSyn rescue | DRD3 agonist | GLP1R inv ag | GLP1R ag | PTHR1 ag | KB-V1 cytotox | GLP1R cytotox | DRD3 antagonist | TDP43 rescue
COc1cc(NC(=O)Cn2ccsc2=N)c(C)cc1[N+](=O)[O-] | -10% | -9 | -15% | -7% | -17% | -5% | -1% | ? | -34%
O=C(NCCc1c[nH]c2ccccc12)C1CCC(Cn2c(=S)[nH]c3ccccc3c2=O)CC1 (stereo not drawn) | -10% | 3 | ? | -12% | i | 15µM* | -15% | 23 | -8%
CN(C)S(=O)(=O)N1CCN(CC(O)COc2ccc(C(=O)c3ccccc3)cc2)CC1 (stereo not drawn) | -10% | -8 | ? | 4% | -10% | -5% | -10% | 21 | 5%

Entries above that contain a thiophene ring, fused or not (2):
SMILES | aSyn rescue | DRD3 agonist | GLP1R inv ag | GLP1R ag | PTHR1 ag | KB-V1 cytotox | GLP1R cytotox | DRD3 antagonist | TDP43 rescue
C=CCn1c(=NC(=O)c2cccs2)sc2cc(NC(C)=O)ccc21 | 10% | 3 | 14% | -2% | -4% | -10% | 4% | 0 | 13%
O=C(NCCNc1ccc([N+](=O)[O-])cc1)c1cccs1 | 1% | -6 | 8% | 1% | i | -12% | -4% | -8 | 27%

New compounds follow
SMILES | aSyn rescue | DRD3 agonist | GLP1R inv ag | GLP1R ag | PTHR1 ag | KB-V1 cytotox | GLP1R cytotox | DRD3 antagonist | TDP43 rescue
COc1ccc(NC2CCCN(C(=O)C3(C)CCCCC3)C2)cc1OC (stereo not drawn) | 3% | -12 | 10% | 1% | i | -14% | -7% | -9 | 5%
COC(=O)c1sccc1-n1cccc1C(=O)C(=O)Nc1ccc(F)cc1 | 1% | 3 | -28% | 1% | -18% | -16% | -3% | 12 | -5%
CCCc1nc2oc3c(NCCCN(C)C)ncnc3c2c2c1CCCC2 | -3% | -11 | ? | 22% | -17% | ? | -17% | -15 | -14%
NC(=O)C1CCN(C(=O)CSc2nc3ccccc3s2)CC1 | -2% | -5 | 10% | 2% | i | 14% | 4% | -4 | 0%
O=C(Cc1cccc(NC(=O)C2CCN(C(=O)C3CC3)CC2)c1)Nc1cccc(C(=O)N2CCCC2)c1 | 0% | 5 | 3% | 1% | i | 27% | ? | 0 | -2%
Cc1ccc(NC(=O)[C@H](C)NC(=O)C2CCN(C(=O)[C@@H](N)CC(C)C)CC2)cc1 | 1% | 2 | 15% | -6% | i | -9% | 1% | 20 | 12%
Oc1ccc2ccccc2c1/C=N/Nc1nnc(-c2ncc[nH]2)c2ccccc12 | ? | 11 | -18% | 3% | i | ? | -4% | 60 | ?
CC1(C)CC(=O)c2cc(C(=O)NC3CCSC3=O)c(=O)n(-c3ccc(Cl)cc3)c2C1 (stereo not drawn) | -4% | -1 | 11% | -19% | -2% | 14% | 16% | -18 | -8%

Source: PubChem (National Center for Advancing Translational Sciences (NCATS))

An excerpt, so the mix of outcomes need not match the whole.
